Assay outcomes from PubChem.
Sm TGR inh – blocks Schistosoma mansoni thioredoxin glutathione reductase; 360,000 tested, 3% active; purified TGR, DTNB reduction, TNB absorbance 405 nm; Potency, µM (doses to about 114 µM), inactives show at the top dose activity change, negative = inhibition, most hits filed as inhibitors; Q962Y6; further: potency means the concentration at half of the fitted maximal effect; nearly all actives have a fitted effect of over 60% in size
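Kinetic colorimetric format: TGR-catalysed, NADPH-driven DTNB reduction monitored via TNB absorbance. Enzyme dispensed at 20 nM; compound exposure 15 min at room temperature before reaction start.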
AmpC detergent – inhibitors of E. coli AmpC beta-lactamase with detergent; P00811; AmpC hydrolysis of nitrocefin, absorbance 480 nm, 0.01% Triton; Potency, µM (series often up to 114 µM), for inactives: at the top dose activity change, negative = inhibition, usual class: inhibitors; 370,000 tested, 0.041% active;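 further: potency means the concentration at half of the fitted maximal effect; 0% = no-compound wells and -100% = no-enzyme wells; nearly all actives have a fitted effect of over 25% in size; some results filed as inactive show a strong effect at the top dose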
Target sequence (P00811 whole entry, looked up): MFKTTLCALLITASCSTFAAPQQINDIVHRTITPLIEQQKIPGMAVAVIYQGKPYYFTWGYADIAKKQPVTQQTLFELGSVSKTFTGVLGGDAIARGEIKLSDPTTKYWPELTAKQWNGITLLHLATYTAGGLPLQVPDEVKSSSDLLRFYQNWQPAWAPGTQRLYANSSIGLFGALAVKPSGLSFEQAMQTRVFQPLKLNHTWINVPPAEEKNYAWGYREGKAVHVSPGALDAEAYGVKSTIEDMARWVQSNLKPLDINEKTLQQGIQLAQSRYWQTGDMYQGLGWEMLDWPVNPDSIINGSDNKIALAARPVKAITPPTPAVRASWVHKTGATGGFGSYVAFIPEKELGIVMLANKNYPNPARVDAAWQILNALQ
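20 mM phosphate pH 7.0 + 0.01% (detergent screen) or 0.0001% Triton X-100; 5.3 nM AmpC reagent; cpd preinc 15 min RT; nitrocefin (800 uM stock) to start; A480 q20 s × 4 min; Activity was normalised to no-enzyme and no-compound control wells.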
AmpC inh no detg – blocks E. coli AmpC beta-lactamase in detergent-free assay. P00811. Potency, µM (series often up to 57.1 µM), for the others: at the highest dose activity change, negative = inhibition, usual class: inhibitors. AmpC nitrocefin hydrolysis, absorbance 480 nm, 0.0001% Triton. 330,000 tested, 0.52% active;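 further: potency means the concentration at half of the fitted maximal effect; plate controls were no compound for no effect and no enzyme for full effect; nearly all actives have a fitted effect of over 20% in size; some results filed as inactive show a strong effect at the top dose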
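AmpC (5.3 nM in the dispensed reagent) in 20 mM phosphate pH 7.0 with 0.01% (detergent screen) or 0.0001% Triton X-100 was preincubated with compounds for 15 min at room temperature. Nitrocefin was then added from an 800 uM solution, and hydrolysis was followed at 480 nm.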
HCV inhibitor – inhibitors of hepatitis C virus infection. Huh7.5.1 HCVcc-Cre infection, luciferase reporter, 44 h. Potency, µM (doses to about 41.8 µM), inactives show at the top dose activity change, negative = inhibition, hits mostly inhibitors. 340,000 tested, 3.4% active. AID 651820; further: potency means the concentration at half of the fitted maximal effect
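HCVcc-Cre virus at an moi near 0.5 was added right after compound to cells cultured 4 h from seeding (1,000 cells/well). Luciferase activity was determined 44 h later, 15 min after substrate addition at RT.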
HCMV inh – human cytomegalovirus inhibition | HFF cells, HCMV-luciferase reporter, 72 h; stronger effect = lower value | activity change, negative = inhibition, % at 57.5 µM | 410,000 tested, 4.5% active | AID 1259415; in the data active means activity change below about -60%; inconclusive means no clear call, values can overlap the other calls; inactive means above about -39%
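Two compound doses tested in HFFs infected with HCMV-luciferase, MOI 1 PFU/cell, 72 h at 37C. Lysate luminescence read with OneGlo; data normalized against buffer-only and 10uM Salinomycin inhibitor controls.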
FBPA Giardia inh – Giardia lamblia aldolase inhibition; A8B2U2; purified Giardia FBPA; Potency, µM (series often up to 59.6 µM), without a hit: at the highest dose activity, negative = inhibition, usual class: inhibitors; 290,000 tested, 0.71% active; AID 2451; further: potency means the concentration at half of the fitted maximal effect; nearly all actives have a fitted effect of over 55% in size
Target sequence (A8B2U2 whole entry, looked up): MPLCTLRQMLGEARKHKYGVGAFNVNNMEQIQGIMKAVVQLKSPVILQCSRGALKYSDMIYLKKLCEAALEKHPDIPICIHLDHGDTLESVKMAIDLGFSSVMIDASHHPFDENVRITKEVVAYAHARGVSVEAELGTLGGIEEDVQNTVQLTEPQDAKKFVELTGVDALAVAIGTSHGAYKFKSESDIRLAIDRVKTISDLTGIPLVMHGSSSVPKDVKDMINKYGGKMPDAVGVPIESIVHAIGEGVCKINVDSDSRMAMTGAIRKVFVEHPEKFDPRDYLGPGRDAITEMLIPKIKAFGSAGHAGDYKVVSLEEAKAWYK
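Giardia FBPA (40 nM reagent) was preincubated 10 min at RT with compound (up to 57.5 uM final), then substrate plus GAPDH/TPI/NAD/arsenate coupling system with diaphorase/resazurin was added; resorufin fluorescence (525/598 nm) was read after 20 min.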
The depositor's hits bear a star; ? = inconclusive; . = no result given; [ ] = dose if it differs, or a comment. Unless noted, the call rests on the fitted dose curve; in most records, active means well fitted curve in the direction sought with a large enough effect; inconclusive means small, poorly fitted or top-dose-only effect, or another doubt; inactive means no such curve, though single readings can be large; an effect the other way counts as inactive or inconclusive. Unless noted, on the % scale 0 is the no-effect control and ±100 the full control effect.

SMILES	Sm TGR inh	AmpC detergent	AmpC inh no detg	HCV inhibitor	HCMV inh	FBPA Giardia inh
C/C=C/C=C/C(=O)[C@@H]1[C@@H]([C@]2(C)OC(=O)C(C)=C2O)[C@H]2/C(=C(O)/C=C/C=C/C)C(=O)[C@]1(C)C(=O)C2(C)O (stereo partly drawn)	10µM*	2%	-5%	-3%	-3	-26%
O=C(CNCc1ccc(F)cc1)Nc1ccccc1-c1ccccc1	-1%	-10%	21%	7%	1	2%
C#CC[N+]1(CC#Cc2ccccc2)CCCCC1	?	?	-9%	18%	0	1%
COc1cc(C)c(S(=O)(=O)NOCc2ccccc2)c(C)c1C	17%	-2%	-22%	?	-18	4%
CSc1nc2nc3c(cc2c(=O)n1-c1ccccc1)COC(C)(C)C3	.	2%	0%	7%	-5	?
COc1ccccc1Nc1nc(Cl)nc(NC(C)(C)C)n1	8%	1%	-6%	?	?	2%
CCC(C)c1c(O)nc(SCC(=O)N2CCOCC2)[nH]c1=O (stereo not drawn)	90%[activator][11.4 µM]	-11%	-15%	12%	2	1%
COc1ccc(/C=C2/SC(=O)N(CCC(=O)Nc3ccc(S(=O)(=O)Nc4nccs4)cc3)C2=O)cc1	-2%	-14%	-17%	-2%	1	8%
O=C(c1cc(-c2ccccc2Cl)on1)N1CCCC1	-10%	-9%	-14%	-10%	?	-2%
CC(=O)N1CCc2cc(S(=O)(=O)NCc3ccc(C)cc3)ccc21	3%	-1%	-4%	-6%	?	.
CCSc1nc2c(c(=O)[nH]c(=O)n2C)n1Cc1ccc(Cl)cc1	-4%	?	-6%	-9%	-21	2%
CCn1c(=O)c(=O)[nH]c2c(=O)oc3ccc(S(=O)(=O)Nc4ccc(OC)cc4)cc3c21	35µM*	1%	-10%	-4%	79	-6%
O=C(COc1ccc([N+](=O)[O-])cc1Cl)NCCc1ccccc1	-7%	-5%	-1%	?	-22	2%
COc1cc(C(=O)OC2C[C@H]3CC[C@@H](C2)N3)ccc1O (stereo partly drawn)	-23%	-1%	-19%	-8%	76	-1%
Cc1ccc(NS(=O)(=O)c2ccc(C(C)(C)C)cc2)cn1	6%	-3%	-23%	8%	-16	13%
CCCOc1ccc(C(=O)CCC(=O)OCC(=O)N(C)c2c(N)n(Cc3ccccc3)c(=O)[nH]c2=O)cc1	-25%	3%	78%[activator]	5%	35	.
CCCN1C(=O)/C(=C/c2ccc(OCC(=O)OCC)cc2)NC1=S	-16%	-14%	-29%	-11%	11	0%
CCOc1ccc(OCC(=O)Nc2ccc(S(N)(=O)=O)cc2)cc1	-29%	-4%	-49%	20%	?	2%
CCCNC(=O)COc1ccccc1[N+](=O)[O-]	-4%	0%	-7%	8%	-11	2%
CCOc1ccc(S(=O)(=O)Nc2nc3ccc(OC)cc3s2)cc1	-5%	-10%	-30%	13%	?	14%
COC(=O)N1[C@H](C)C=C[C@]1(Cc1ccccc1)C(=O)OC	.	.	.	25%	-2	1%
CCOc1ccc(C(=O)Nc2cccc(C(=O)OCc3cc(=O)n4nc(C5CC5)sc4n3)c2)cc1	1%	4%	.	.	36	.
N#C/C(=C\c1ccccc1C(=O)O)c1nc2ccccc2[nH]1	-4%	1%	-11%	-7%	58	-15%
C=C(C)C1CC=C(C)/C(=N/NC(=O)C2CC2c2ccccc2)C1 (stereo not drawn)	-3%	?	-28%	?	6	0%
COc1ccc(-c2coc3cc(O[C@@H]4O[C@H](CO)[C@@H](O)[C@H](O)[C@H]4O)ccc3c2=O)cc1	.	.	-19%	14%[8.37 µM]	78	.
COc1ccc(NC(=O)c2ccc(-c3cccc(Cl)c3C)o2)cc1	0%	-2%	.	.	9	.
CCOc1ccc2nc(NC(=O)/C=C/c3ccc4c(c3)OCO4)sc2c1	-3%	-12%	-7%	16%	?	0%
CN1CCN(CC(=O)Nc2ccc(OCc3ccccc3)cc2)CC1	-14%	-2%	17%	.	12	-17%
Cc1cc(OCC(=O)Nc2sc3c(c2C#N)CC(C)(C)NC3(C)C)c(C(C)C)cc1Cl	4%	7%	16%	3.2µM*	-21	.
Cc1ccc(Cl)cc1N1CCN(S(=O)(=O)c2ccc(-c3cnc(C4CC4)o3)cc2)CC1	4%	11%	.	.	-1	.
O=C(Nc1cccnc1)c1ccc(N2CCCC2)c([N+](=O)[O-])c1	-29%	-1%	-25%	11µM*	4	-11%
COc1cccc(-c2ccc(C#N)c(OC(=O)c3ccc(Cl)cc3)n2)c1	2%	?	-14%	4%	-34	6%
COc1ccccc1Cn1c(=S)[nH]c2ccc(F)cc2c1=O	21%	-1%	-38%	-17%	36	11%
C/C(=N\Nc1nc2ccccc2nc1C)c1ccccc1O	2%	9%	-6%	-16%	-32	-2%
O=C(COC(=O)C1C2CC3OC(=O)C1C3C2)Nc1ccc(Br)cc1 (stereo not drawn)	-2%	8%	-10%	4%	-6	-3%
C[C@@H](CSc1ccccc1)CN1CC[C@H](O)CCC1=O	-3%	-10%	4%	-10%	19	-4%
O=C(CSc1nnnn1C1CC1)N1CCN(c2ccccc2F)CC1	9%	-9%	1%	3%	24	.
Cc1cc(-c2cccs2)nc(-n2cccc2)n1	15%	-17%	-18%	5µM*	17	7%
Cc1cccc(N(C)c2nc3ccc(C)cc3n3nnnc23)c1	-3%	-3%	.	.	32	.
O=C(N/N=C/c1ccc(Br)o1)/C(=C/c1ccc([N+](=O)[O-])cc1)NC(=O)c1ccccc1	-14%	-10%	-34%	6%	-29	0%
CCN(CC)c1ccc(/C=N/N2C(=O)c3ccccc3C2=O)cc1	6%	1%	-18%	3%	?	2%
O=C(Nc1cccc(NC(=O)c2ccc(-c3cccc(Br)c3)o2)c1)c1ccco1	0%	-7%	-31%	3.5µM*	-14	-2%
CCOc1ccc(NC(=O)COn2nnc3ccc(S(=O)(=O)N4CCOCC4)cc32)cc1	-7%	0%	-49%	-3%	-18	0%
COc1ccc(NS(=O)(=O)c2ccc(C)c(C(=O)NC3CCN(Cc4ccccc4)CC3)c2)cc1	1%	-2%	15%	.	?	6%
O=C(/C=C/c1cccc(F)c1)Nc1nccs1	10%	-6%	-21%	-5%	-20	0%
COc1ccc(OC(=O)COc2ccc(Cl)cc2)cc1	3%	1%	-23%	11%	-13	-1%
CN1CCCN(S(=O)(=O)c2cccc(C(F)(F)F)c2)c2nc3ccccc3nc21	-6%	-5%	14%	1%	-3	.
CCOc1ccccc1CNC(=O)c1ccc(CS(=O)Cc2cccc(Cl)c2)o1 (stereo not drawn)	?	20%	.	.	9	.
Cc1c(C(c2ccc([N+](=O)[O-])cc2)c2c(C)n(C)n(-c3ccccc3)c2=O)c(=O)n(-c2ccccc2)n1C	-8%	?	20%	-24%	-16	-15%
Cc1cccc(C)c1Nc1c(-c2ccsc2)nc2cccc(C)n12	1%	22%	.	.	-14	.

The list continues.
SMILES	Sm TGR inh	AmpC detergent	AmpC inh no detg	HCV inhibitor	HCMV inh	FBPA Giardia inh
CC(C)(C)n1cccc1/C=C1\C(=O)NC(=O)N(c2ccccc2)C1=O	?	7%	-22%	17%	8	0%
N#Cc1c(-n2ncnc2-c2ccc(Br)cc2)sc2c1CCCCC2	5%	16%	.	.	-21	.
Clc1ccc(N=C2SCC3CCCCN23)cc1 (stereo not drawn)	44%[activator]	1%	12%	3%	-7	6%
CC/C(=N\NC(=O)c1ccoc1C)c1ccc(C)o1	-2%	1%	15%	9%	-33	-3%
COc1ccc2nc(NNC(=O)C3COc4ccccc4O3)sc2c1 (stereo not drawn)	-6%	?	-33%	2%[8.37 µM]	-21	13%
COC(=O)c1c(NC(C)=O)sc2c1CCCCC2	-2%	?	-5%	?	-7	1%
Cc1cc(C)cc(NC(=O)Nc2c(Br)cnn2C)c1	10%	?	-24%	1%	.	0%
Cc1ccc2cc(CN(CC(C)C)C(=O)C3CCCO3)c(=O)[nH]c2c1 (stereo not drawn)	-4%	-2%	?	13%	10	6%
O=C(CN1CCN(S(=O)(=O)c2ccccc2[N+](=O)[O-])CC1)NC(=O)NCc1ccco1	-3%	3%	-17%	-9%	?	4%
Cc1nn(C)cc1S(=O)(=O)N1CCCC(C(=O)O)C1 (stereo not drawn)	1%	4%	12%	15%	-14	4%

Reprinted from the results shown, seven compounds:
SMILES	Sm TGR inh	AmpC detergent	AmpC inh no detg	HCV inhibitor	HCMV inh	FBPA Giardia inh
CC/C(=N\NC(=O)c1ccoc1C)c1ccc(C)o1	-2%	1%	15%	9%	-33	-3%
COc1ccc2nc(NNC(=O)C3COc4ccccc4O3)sc2c1 (stereo not drawn)	-6%	?	-33%	2%[8.37 µM]	-21	13%
COC(=O)c1c(NC(C)=O)sc2c1CCCCC2	-2%	?	-5%	?	-7	1%
Cc1cc(C)cc(NC(=O)Nc2c(Br)cnn2C)c1	10%	?	-24%	1%	.	0%
Cc1ccc2cc(CN(CC(C)C)C(=O)C3CCCO3)c(=O)[nH]c2c1 (stereo not drawn)	-4%	-2%	?	13%	10	6%
O=C(CN1CCN(S(=O)(=O)c2ccccc2[N+](=O)[O-])CC1)NC(=O)NCc1ccco1	-3%	3%	-17%	-9%	?	4%
Cc1nn(C)cc1S(=O)(=O)N1CCCC(C(=O)O)C1 (stereo not drawn)	1%	4%	12%	15%	-14	4%

The results go on:
SMILES	Sm TGR inh	AmpC detergent	AmpC inh no detg	HCV inhibitor	HCMV inh	FBPA Giardia inh
Cn1c(SCC(=O)Nc2ccc3c(c2)n(C)c(=O)n3C)nnc1-c1ccncc1	1%	4%	-2%	20%	33	.
C/C(Cl)=C\COc1cc(C)nc2c(Br)cccc12	6%	5%	19%	-5%	-25	-13%
CCN(C(=O)c1c(C)cc(=O)oc1C)c1ccc2c(c1)OCO2	0%	-2%	-11%	24%	23	-5%
CCCNC(=O)C(Cc1ccc(C(F)(F)F)cc1)NC(=O)c1ccc2ccccc2n1 (stereo not drawn)	-4%	1%	27%	-1%	?	.
CCC(=O)Nc1cc(C(=O)NCC2CCCN2CC)c(OC)cc1N(C)C (stereo not drawn)	12%	0%	-14%	12%	48	-5%
Cn1nc(C(=O)N2CCN(c3ccc(F)cc3)CC2)c2c1-c1ccccc1SC2	?	4%	.	.	-26	.
O=C(CSc1ncnc2nc[nH]c12)c1ccc([N+](=O)[O-])cc1	-20%	5%	-45%	3%	27	?
O=C(CSCc1c(Cl)cccc1Cl)Nc1nccs1	8%	?	-20%	11%	-36	6%
Cc1cc(NC(=O)c2cc(-c3cccs3)nc3ccccc23)no1	4%	?	-20%	?	2	-5%
O=C(CCN1C(=O)C2C3C=CC(C3)C2C1=O)Nc1ccc2ncccc2c1 (stereo not drawn)	1%	4%	-13%	11%	-3	-28%
CCN(CC)S(=O)(=O)c1ccc(N2CCOCC2)c(NC(=O)c2ccc(N3CCCC3=O)cc2)c1	-3%	0%	177%[activator]	?	-30	.
CC1CN(CCOCCSc2ccccc2)CC(C)O1 (stereo not drawn)	0%	?	-3%	2%	-36	-6%
O=C(NN=C1CCCCC1)c1ccccc1OCc1ccc(F)cc1	-9%	?	-30%	-10%	-26	4%
Cn1nnnc1SCSc1nnnn1C	1%	-6%	-18%	14%	-8	0%
CC(C)c1ccc(N(CC(=O)NCc2ccc(F)cc2)C(=O)c2csnn2)cc1	.	?	23%	?	-33	-1%
CC(C)(C)c1cc(C(=S)N2CCCC2)cc(C(C)(C)C)c1O	7%	-7%	-6%	?	-32	-2%
